NR2F2 inh: inhibitors of human COUP-TFII (NR2F2) | P24468 | HEK293T NGFI-A luciferase reporter, luminescence | AID 686940 | actives 0.7% (n = 370,000) | inhibition, % at 8.6 µM;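 active means inhibition above a per-plate cutoff, mean inhibition of test wells between control levels plus 3 SD, cut at about 38% in these data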;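 further: cells cotransfected with COUP-TFII expression vector driving the NGFI-A reporter; 0% = median of COUP-TF2 test wells and 100% = reporter-only cells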
NR5A2 inv ag: inverse agonists of human LRH-1 (NR5A2) | O00482 | HEK293T StAR-luciferase reporter, LRH-1 transfected, 24 h | inhibition, % at 3.6 µM | actives 0.13% (n = 360,000) | AID 602396;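 active means inhibition above the mean inhibition of all tested compounds plus 3 SD, cut at about 73% in these data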;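 further: 0% = DMSO wells and 100% = reporter-only cells lacking LRH-1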
Target sequence (O00482 whole entry, looked up): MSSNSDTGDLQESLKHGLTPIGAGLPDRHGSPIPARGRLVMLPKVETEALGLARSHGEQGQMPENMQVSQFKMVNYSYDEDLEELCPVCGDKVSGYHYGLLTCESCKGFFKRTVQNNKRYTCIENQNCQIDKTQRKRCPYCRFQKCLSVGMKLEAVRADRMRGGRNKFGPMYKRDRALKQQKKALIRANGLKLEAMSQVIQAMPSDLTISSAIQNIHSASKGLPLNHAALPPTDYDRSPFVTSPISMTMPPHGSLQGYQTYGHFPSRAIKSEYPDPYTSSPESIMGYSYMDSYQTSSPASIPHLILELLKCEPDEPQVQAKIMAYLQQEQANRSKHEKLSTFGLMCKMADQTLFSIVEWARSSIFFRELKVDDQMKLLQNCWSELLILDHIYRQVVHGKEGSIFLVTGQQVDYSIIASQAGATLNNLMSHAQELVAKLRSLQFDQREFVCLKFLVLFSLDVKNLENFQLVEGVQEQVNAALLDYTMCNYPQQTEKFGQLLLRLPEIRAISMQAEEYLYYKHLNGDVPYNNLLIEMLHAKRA
NOD2 RIPK2 PPI: blocks binding of human NOD2 to RIPK2; CHO BLA complementation NOD2-RIPK2, CCF4 ratio; O43353; AID 624267; inhibition, % at 4.98 µM; actives 0.38% (n = 360,000); in the data active means inhibition above about 21%;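 further: 0% = vehicle only and 100% = reference blocker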
Target sequence (O43353 whole entry, looked up): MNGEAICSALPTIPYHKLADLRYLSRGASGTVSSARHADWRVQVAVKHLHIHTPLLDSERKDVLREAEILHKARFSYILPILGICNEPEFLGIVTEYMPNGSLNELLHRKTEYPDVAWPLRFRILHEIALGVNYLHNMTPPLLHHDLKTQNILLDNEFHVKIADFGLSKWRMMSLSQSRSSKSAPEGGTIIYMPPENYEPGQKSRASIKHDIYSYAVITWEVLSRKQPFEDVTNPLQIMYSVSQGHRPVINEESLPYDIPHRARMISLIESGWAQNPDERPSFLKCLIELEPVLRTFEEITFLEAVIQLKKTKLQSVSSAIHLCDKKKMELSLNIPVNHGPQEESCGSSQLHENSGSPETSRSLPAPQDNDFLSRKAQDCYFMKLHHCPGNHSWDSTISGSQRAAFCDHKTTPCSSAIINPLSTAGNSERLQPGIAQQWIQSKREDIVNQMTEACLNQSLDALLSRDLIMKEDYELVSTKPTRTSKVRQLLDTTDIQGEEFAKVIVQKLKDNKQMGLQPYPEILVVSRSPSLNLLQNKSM
TWEAK Fn14 block: TWEAK-Fn14 signaling inhibition. TWEAK-stimulated Fn14 reporter cells, luciferase luminescence, 8 h. actives 2% (n = 360,000). inhibition, % at 10 µM; in the data active means inhibition above about 50%
EBV LMP1 NFkB: reduces LMP1-driven NF-kappaB luciferase signal; LMP1-induced NF-kappaB luciferase reporter cells, luminescence; inhibition, % at 12.5 µM; actives 0.69% (n = 350,000); in the data active means inhibition above about 41%;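 further: 0% = neutral control wells and 100% = reference inhibitor control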
SRC2 inh: human SRC2 (NCOA2) inhibition; actives 0.17% (n = 370,000); HEK293 GAL4-SRC2 luciferase reporter, luminescence; inhibition, % at 9 µM; AID 651957;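 active means inhibition above the mean inhibition of all tested compounds plus 3 SD, set per campaign, cut at about 52% in these data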;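 further: 0% = DMSO treated cells and 100% = cells given Gossypol at 36 µM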
NCOA3 inh: inhibitors of human steroid receptor coactivator 3 (SRC3); Q9Y6Q9; inhibition, % at 3.6 µM; HEK293 GAL4-SRC3 luciferase reporter, luminescence; actives 0.17% (n = 360,000); AID 588352;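 active means inhibition above a per-campaign cutoff, the mean of all compounds plus 3 SD, cut at about 60% in these data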;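 further: 0% = DMSO-treated cells and 100% = gossypol-treated cells at 36 µM; higher means less SRC3-driven luciferase light from the GAL4 reporter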
TROY NFkB inh: inhibitors of TROY-dependent NF-kB signaling; inhibition, % at 10 µM; actives 0.98% (n = 360,000); Q293 LMP1-TROYcd NF-kB luciferase reporter, 4 h;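 active means compounds whose plate-normalised and pattern-corrected inhibition of the luciferase reporter signal at the single screening dose is 50% or more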
SRC1 inh: inhibitors of human steroid receptor coactivator 1 (SRC1). inhibition, % at 3.6 µM. actives 0.12% (n = 360,000). Q15788. HEK293 GAL4-SRC1 luciferase reporter, luminescence;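 active means inhibition above the campaign mean plus 3 SD, with each screening campaign given its own cutoff, cut at about 60% in these data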;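 further: 0% = DMSO treated cells and 100% = gossypol at 36 µM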
TRAIL sens C8: sensitizes caspase-8 expressing cells to TRAIL; NB7+C8 cells + TRAIL, ATPlite viability luminescence; inhibition (viability loss, TRAIL sensitization), % at 10 µM; actives 1% (n = 360,000); AID 624354;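 active means compounds causing at least 50% loss of cell viability in the single-dose screen, relative to plate controls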
TLR9-MyD88 inh: TLR9-MyD88 interaction inhibition; CHO BLA complementation TLR9-MyD88, CCF4 FRET ratio; inhibition, % at 4.98 µM; actives 0.21% (n = 340,000); AID 504734;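 active means inhibition above the mean over all tested compounds plus 3 SD, cut at about 21% in these data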;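 further: 0% = DMSO only wells and 100% = clavulanate BLA inhibitor control wells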
* hit, by the source's call; i = inactive; / = no result given. Not all compounds are listed; count on the stated rates, not on these rows.

SMILES | NR2F2 inh | NR5A2 inv ag | NOD2 RIPK2 PPI | TWEAK Fn14 block | EBV LMP1 NFkB | SRC2 inh | NCOA3 inh | TROY NFkB inh | SRC1 inh | TRAIL sens C8 | TLR9-MyD88 inh
Cc1cccc(NC(=O)Cn2nnc3sc4c(c3c2=O)CC(C)(C)OC4)c1 | -10 | 21 | 0 | -26 | / | 0 | 17 | -14 | -1 | 0 | /
N#Cc1ccccc1NC(=O)COC(=O)CCc1ccc(S(=O)(=O)N2CCCCC2)cc1 | -2 | -11 | 3 | -23 | 1 | 15 | 8 | 3 | -10 | -11 | -1
CC12CC3(C)CC(C)(C1)CC(C(=O)NC1=NCCS1)(C2)C3 | 11 | 0 | -4 | 6 | 7 | -22 | 8 | -7 | 4 | 16 | 0
CC(=O)Nc1ccc(/C=N/Nc2nncc3ccccc23)cc1 | -26 | -111 | -3 | -12 | -14 | -62 | -95 | -2 | -79 | 41 | 9
Cc1ccc(C(=O)N/N=C\c2ccc(Br)o2)o1 | -11 | -53 | -11 | -2 | 0 | -3 | -18 | -23 | -19 | 2 | 1
O=C(NCCCCc1ccccc1)c1ccccc1F | -26 | -18 | 0 | -20 | 7 | -26 | -18 | -11 | -11 | 1 | 5
CCCCC(=O)Nc1c(-c2ccc(OC)c(OC)c2)c(=O)c2ccccc2n1C | -8 | -10 | -2 | 6 | / | -43 | -20 | -8 | -20 | -3 | -9
CCOC(=O)N1CCN(c2c(NCCCN(CC)Cc3ccccc3)c(=O)c2=O)CC1 | 9 | 0 | -5 | 12 | 5 | 4 | -4 | -10 | 0 | -11 | -8
On1ccccc1=S | 66* | 72 | 19 | 106* | -23 | 16 | 47 | 69* | i | 31 | 19
CCC1(C)Cc2c(sc3nc4n(c(=O)c23)CCCS4)CO1 (stereo unspecified) | 11 | 15 | 3 | 0 | 2 | 11 | -2 | -22 | -23 | 9 | -6
COc1cnc(-c2ccccn2)nc1Sc1ccccc1 | 24 | 1 | 5 | -12 | 6 | 11 | 9 | -15 | -21 | 5 | 17
Cc1ccc(C)c(NC(=O)C2C3CCCC2C3c2ccccc2)c1 (stereo unspecified) | 3 | -8 | -1 | 10 | -4 | 7 | 15 | 2 | 12 | -5 | 2
CN(C)S(=O)(=O)c1ccc(N/C=C(\[N+](=O)[O-])S(=O)(=O)c2ccccc2)cc1 | 7 | -13 | -7 | 4 | -4 | -24 | 1 | 1 | -26 | -16 | -7
CCOC(=O)c1ccsc1NC(=O)CCS(=O)(=O)c1ccccc1 | 5 | -5 | -1 | -7 | 7 | -3 | 11 | -2 | -30 | -16 | 1
O=C(NCCN1CCN(C(=O)c2c(F)cccc2F)CC1)C(=O)Nc1ccc(Cl)cc1 | 12 | 10 | 3 | -22 | 9 | 19 | 1 | -4 | 10 | -17 | -2
CN(Cc1cn(Cc2ccc(Cl)cc2)nn1)C1CN(Cc2cn(Cc3ccc(Cl)cc3)nn2)S(=O)(=O)C1 (stereo unspecified) | 18 | 26 | -4 | 15 | / | 7 | / | 21 | / | 9 | /
CCn1c(C)cc2c(c1=O)C(c1ccncc1)C(C#N)=C(N)O2 (stereo unspecified) | 10 | -10 | 9 | 4 | 3 | 4 | 1 | -14 | -1 | 4 | 6
CC(=O)c1ccc(OCCCN2CCCCC2)cc1 | -6 | 8 | 4 | -11 | 0 | -13 | -7 | -5 | -4 | 3 | 0
O=C(c1cc(Br)c[nH]1)N1CCCCC1 | 0 | -11 | -7 | 6 | 10 | -29 | -2 | 11 | -8 | -10 | 4
Cc1ccc2cc(CCNC(=O)C(C)(C)C)c(=O)[nH]c2c1 | -9 | -39 | -4 | -16 | -9 | 11 | -12 | -14 | -20 | 11 | -8
O=C(CN1C(=O)C2CC=CCC2C1=O)N1CCN(S(=O)(=O)c2ccccc2)CC1 (stereo unspecified) | 16 | -16 | 1 | 0 | -3 | 19 | -4 | 4 | -21 | 8 | -15
O=C(Nc1ccc(F)cc1)Oc1ccc[nH]c1=O | 3 | -30 | -9 | 4 | -8 | -37 | -34 | -7 | -37 | 5 | 2
O=C(c1ccc(F)cc1)c1c[nH]c(C(=O)NCc2cccnc2)c1 | 7 | 13 | -1 | 15 | 14 | 13 | 4 | 15 | 6 | -9 | -6
CCOC(=O)N1CCC2(CC1)C(C(=O)C13CC4CC(CC(C4)C1)C3)C2(C#N)C#N (stereo unspecified) | -12 | -9 | -6 | 7 | -5 | -1 | 8 | -8 | -35 | 0 | 0
COc1ccccc1CN1CC(C(=O)NCc2ncccc2C)CCC1=O (stereo unspecified) | 11 | 8 | 2 | 2 | 1 | 1 | 18 | -2 | 16 | -10 | -3
Further compounds.
SMILES | NR2F2 inh | NR5A2 inv ag | NOD2 RIPK2 PPI | TWEAK Fn14 block | EBV LMP1 NFkB | SRC2 inh | NCOA3 inh | TROY NFkB inh | SRC1 inh | TRAIL sens C8 | TLR9-MyD88 inh
COc1cccc(CNC(=O)Cn2ccc3cc(S(=O)(=O)N4CCCCCC4)ccc32)c1OC | 8 | -5 | 7 | 5 | -1 | 0 | 8 | 30 | 19 | 3 | -7
CC(C)NC(=S)N1CCN(Cc2ccc3c(c2)OCO3)CC1 | -21 | 2 | -2 | -23 | 2 | 21 | 14 | -14 | -8 | -5 | -1
CCC(C)[C@H](NS(=O)(=O)c1ccc(C)cc1)C(=O)N1CCC(C(=O)N[C@H](C(=O)O)c2ccccc2)CC1 (stereo partly specified) | -49 | 8 | -5 | -11 | -5 | 2 | 5 | 13 | 3 | 5 | 6
Cc1cc(-c2ccc(C)c(S(=O)(=O)Nc3cc(C)on3)c2)on1 | -7 | -6 | -13 | -9 | -3 | 0 | -10 | 15 | -7 | -4 | 4
O=C(c1ccccc1)c1cnc[nH]1 | -11 | -22 | -12 | 13 | -7 | -7 | 6 | -10 | -26 | 24 | -3
Cc1cc(=O)oc(C)c1C(=O)N1CCN(C)CC1 | 3 | -6 | -11 | -5 | 2 | -4 | -17 | 3 | -18 | -2 | -3
Cc1cccc(C)c1NC(=O)CCS(=O)(=O)c1cccc2nonc12 | 7 | -19 | -1 | 15 | -1 | -23 | -4 | 3 | -1 | -2 | 2
CC(C)N1CCC(n2nccc2NC(=O)c2ccc3c(c2)OCO3)CC1 | -13 | 19 | -1 | -6 | -3 | 7 | -1 | 2 | 0 | -14 | -3
CN(C)c1ccc(P(=O)(COc2ccc([N+](=O)[O-])cc2)c2ccc(N(C)C)cc2)cc1 | 21 | 20 | -7 | 6 | / | 2 | 17 | 2 | 14 | 4 | /
CCOn1c(=O)c(-c2ccccc2)[n+]([O-])c2ccccc21 | 6 | 9 | 3 | 17 | -8 | 1 | 10 | -39 | -1 | 30 | 1
COc1ccc2cc1Oc1ccc(cc1)CC1c3c(cc(OC)c4c3Oc3cc5c(cc3O4)CCNC5C2)CCN1C (stereo unspecified) | / | 11 | 4 | -66 | -32 | / | 14 | 2 | -11 | 93* | 8
CC(OC(=O)CCCN=C1NS(=O)(=O)c2ccccc21)C(=O)N(C)c1ccccc1 (stereo unspecified) | -11 | -5 | -2 | 2 | 5 | 22 | 0 | -18 | 2 | -8 | 5
CC(C)(C#CCN1CCCCC1)OCCOC(c1ccccc1)c1ccccc1 | 9 | 2 | 0 | 20 | 1 | 7 | 21 | -20 | -12 | 4 | 12
FC(F)(F)c1cc(NC2CCCCC2)ccn1 | 1 | -42 | -3 | 13 | / | 14 | -6 | 11 | 18 | -3 | -11
Cc1nc2c(C(=O)NCc3ccccc3)c[nH]n2c(=O)c1Cl | 0 | 12 | 5 | -1 | 3 | -7 | -14 | -14 | -38 | -15 | 0
Cc1ccc(NC(=O)C2(C)CCN2C(=O)Cc2ccc(-c3ccccc3)cc2)cc1 (stereo unspecified) | 26 | 14 | -1 | 35 | / | -1 | -18 | 38 | 19 | 16 | /
CCCNC(=O)C1(C)CCCN(C(=O)Cc2ccc(OC)c(OC)c2)C1 (stereo unspecified) | -8 | 1 | 3 | -9 | / | 15 | 4 | 5 | -2 | -4 | /
O=C(COc1ccc(Cl)cc1)NCCSCc1ccccc1Cl | -10 | 9 | 3 | -8 | 3 | -12 | 11 | -16 | 4 | -9 | -6
COc1cc(NC(=O)COC(=O)CCc2nc3ccccc3c(=O)[nH]2)cc(OC)c1 | -12 | -10 | 7 | 1 | 5 | -9 | -12 | -6 | -16 | -3 | 9
Cc1cc(CC(C)C)n(-c2nc3ccccc3c(=O)n2OCC(N)=O)n1 | -1 | 10 | 6 | 32 | -20 | -37 | 9 | 53* | -23 | 9 | 8
Cn1c(=O)c2c(nc(N/N=C3\CCCc4ccccc43)n2Cc2ccc(F)cc2)n(C)c1=O | -7 | 1 | 8 | 15 | 0 | 5 | 12 | 0 | 24 | -11 | 2
CC(=O)c1cccc(NC(=O)/C(=C/c2ccco2)NC(=O)c2ccco2)c1 | -9 | 5 | -3 | -4 | -31 | 20 | 23 | 3 | -26 | -9 | 0

Entries above that contain an aryl methoxy group (7):
SMILES | NR2F2 inh | NR5A2 inv ag | NOD2 RIPK2 PPI | TWEAK Fn14 block | EBV LMP1 NFkB | SRC2 inh | NCOA3 inh | TROY NFkB inh | SRC1 inh | TRAIL sens C8 | TLR9-MyD88 inh
CCCCC(=O)Nc1c(-c2ccc(OC)c(OC)c2)c(=O)c2ccccc2n1C | -8 | -10 | -2 | 6 | / | -43 | -20 | -8 | -20 | -3 | -9
COc1cnc(-c2ccccn2)nc1Sc1ccccc1 | 24 | 1 | 5 | -12 | 6 | 11 | 9 | -15 | -21 | 5 | 17
COc1ccccc1CN1CC(C(=O)NCc2ncccc2C)CCC1=O (stereo unspecified) | 11 | 8 | 2 | 2 | 1 | 1 | 18 | -2 | 16 | -10 | -3
COc1cccc(CNC(=O)Cn2ccc3cc(S(=O)(=O)N4CCCCCC4)ccc32)c1OC | 8 | -5 | 7 | 5 | -1 | 0 | 8 | 30 | 19 | 3 | -7
COc1ccc2cc1Oc1ccc(cc1)CC1c3c(cc(OC)c4c3Oc3cc5c(cc3O4)CCNC5C2)CCN1C (stereo unspecified) | / | 11 | 4 | -66 | -32 | / | 14 | 2 | -11 | 93* | 8
CCCNC(=O)C1(C)CCCN(C(=O)Cc2ccc(OC)c(OC)c2)C1 (stereo unspecified) | -8 | 1 | 3 | -9 | / | 15 | 4 | 5 | -2 | -4 | /
COc1cc(NC(=O)COC(=O)CCc2nc3ccccc3c(=O)[nH]2)cc(OC)c1 | -12 | -10 | 7 | 1 | 5 | -9 | -12 | -6 | -16 | -3 | 9

Some values from the results shown:
Result for O=C(c1ccccc1)c1cnc[nH]1 under SRC1 inh: -26
Result for Cc1cccc(C)c1NC(=O)CCS(=O)(=O)c1cccc2nonc12 under NR5A2 inv ag: -19

From PubChem
